Assay outcomes: PubChem, several laboratories
WT yeast gro inh – growth inhibition of WT yeast, mitochondrial fusion screen | inhibition, % at 10 µM | 190,000 compounds, 2.1% hits | mitochondrial fusion phenotypic screen, WT strain; in the data active = inhibition above about 58%; tested in S. cerevisiae
Dynein transport – dynein cargo transport inhibition | 220,000 compounds, 0.47% hits | 3617.4 mouse cells, GR-EGFP nuclear translocation imaging; test concentration mostly 20 µM; stimulated with dexamethasone, 1 µM; stronger effect = lower value | z-score, hits read low;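 active = plate z-score of nuclear minus cytoplasmic receptor signal below a set negative limit, without overly bright fluorescence or cell loss, cut at about -3.5 in these data, passing the limit was not always enough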;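 note: z-score of nuclear minus cytoplasmic ring GR-EGFP intensity difference per well; some compounds called inactive have numbers as strong as hits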
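Buffer or medium: Induction medium lacking tetracycline, stripped serum | Also added: Dexamethasone agonist, 1.0 µM final, for 30 min | Timing: 48 h induction, 1 h compound, 30 min dex at 37 °C | Detection: Formaldehyde fixation, Hoechst nuclear stain, 10x automated fluorescence imaging | Measure: Nuclear versus cytoplasmic GR-EGFP signal, averaged per well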
AID2073 – disruptors of CaV2.2 binding to Mint1 – biochemical, HTRF (AID 2073); 290,000 compounds, 0.19% hits; one-dose inhibition, % at 20 µM; IC50 in µM for titrated hits; HTRF protein-protein interaction, Mint1-CaV2.2; higher % means a stronger effect; in the data active = inhibition mostly above about 51%, no sharp cut-off; inconclusive = no clear call, values can overlap the other calls; inactive = mostly below about 53%; note: some results filed as inactive read as strong as hits
Autophagy mod – modulators of autophagy; AID 463193; 190,000 compounds, 0.98% hits; MEF GFP-LC3 puncta imaging; test concentration mostly 10 µM; calls only at 10 µM (by protocol);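 active = percentage of spot-positive cells more than 3 SD above its plate mean, without a fluorescence outlier flag or 80% toxicity; inconclusive = no clear call, values can overlap the other calls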;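 note: spot-positive cell cutoff set from DMSO-treated cells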
Ins promoter up – MIN6 insulin promoter up-regulation | MIN6 insulin promoter-GFP reporter, high-content imaging; stronger effect = higher value | z-score at 5 µM | 190,000 compounds, 0.3% hits;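 active = z-score above 3 at 5 µM with at least 500 cells counted in the well; inconclusive = wells under 500 cells, flagged as cytotoxic or low count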
Yfh1-off respiration – enhancers of respiration in Yfh1-depleted yeast, dose response, Friedreich's ataxia, plus single-dose screen (AID 1465); S. cerevisiae Yfh1-off respiration, WST-1 reduction, 72 h; higher fold induction means a stronger effect; fold induction at 50 µM, or EC50 in µM where a hit was titrated; 220,000 compounds, 0.074% hits;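 active = fold induction of absorbance versus untreated yeast above a set limit, then at least 30% activation at any dose in follow-up; inconclusive = repeats straddling the limit, or above it without dose testing; inactive = fold induction below the set limit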;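 note: activators that raise dye reduction in frataxin-depleted yeast; strong numbers were not always called active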
HIV fusion peptide – cell-free HIV fusion peptide-binding blockers – biochemical, uHTS, fluorescence dequenching, primary screen (AID 1986); 290,000 compounds, 0.3% hits; one-dose inhibition, % at 20 µM; IC50 in µM for titrated hits; cell-free peptide binding, fluorescence dequenching, 30 min; higher % means a stronger effect; in the data active = inhibition mostly above about 52%, no sharp cut-off; inactive = mostly below about 76%; note: some results filed as inactive read as strong as hits
MT stabilizer – microtubule stabilizers in HeLa cells | HeLa tubulin immunostaining HCS, 24 h; share of cells brighter than vehicle mean+2SD | % tubulin-high responders, % at 10 µM | 200,000 compounds, 0.83% hits;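 active = plate Z-score above 3 for both tubulin-high and condensed-nucleus cell shares, with cell loss under 80%, at 10 µM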;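 note: anti alpha tubulin signal scored within the nucleus-defined area of each cell; some results filed as inactive read as strong as hits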
bCat nuc transl – alters nuclear translocation of beta-catenin in HeLa cells; immunofluorescence imaging; nuclear translocation activity, % at 5 µM; 190,000 compounds, 0.3% hits;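 active = nuclear translocation activity above 50% at 5 µM, with a well cell count of 50 or more; inconclusive = wells under 50 cells across six images, flagged as toxic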;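 note: per-cell ratio of nuclear to cytoplasmic median beta-catenin stain intensity; plate controls were DMSO negative control for no effect and GSK-3 inhibitor IX positive control for full effect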
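Test system: human HeLa cells, endogenous beta-catenin. Times: 24 h compound exposure, 37°C. Measured by: beta-catenin immunofluorescence imaging with DAPI.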
WT yeast gro inh mutant strain – second read-out of WT yeast gro inh, no call of its own (marks repeat the call); inhibition, %; mitochondrial fusion phenotypic screen, mutant strain inhibition
Dynein transport cytoplasmic EGFP – recorded beside Dynein transport, whose call it bears; z-score; measured here: cytoplasmic GR-EGFP intensity; stronger effect = higher value
Dynein transport nuclear GR-EGFP – recorded beside Dynein transport, whose call it bears; z-score; measured here: nuclear GR-EGFP intensity;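 lower value marks the stronger effect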
Dynein transport cell count – recorded beside Dynein transport, whose call it bears; z-score; measured here: cell count per field
Ins promoter up cell count – further read-out of Ins promoter up, marked with its call; cell count; measured here: cytotoxicity, nuclei count;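 total cells summed across four imaged fields per well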
bCat nuc transl cell count 5 µM – further read-out of bCat nuc transl, marked with its call; cell count; measured here: cell count, cytotoxicity flag
MT stabilizer Hoechst-high % – also measured in MT stabilizer; calls as there; % Hoechst-high responders; measured here: nuclear condensation Hoechst responders;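 share of cells brighter than vehicle mean plus two SD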
MT stabilizer cytotoxicity % – also measured in MT stabilizer; calls as there; toxicity, %; measured here: cytotoxicity by cell density;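 0% = mean cell density of plate MIN control wells and 100% = no cells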
Autophagy mod cell loss 18 h – recorded beside Autophagy mod, whose call it bears; toxicity, %; measured here: cell loss, nuclei count;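 cell loss after 18 h compound exposure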
* hit, by the source's call; i = inactive; ? = inconclusive; . = not tested or not shown; & = joins results of further samples.

SMILES	WT yeast gro inh	WT yeast gro inh mutant strain	Dynein transport	Dynein transport cytoplasmic EGFP	Dynein transport nuclear GR-EGFP	Dynein transport cell count	AID2073	Autophagy mod	Autophagy mod cell loss 18 h	Ins promoter up	Ins promoter up cell count	Yfh1-off respiration	HIV fusion peptide	MT stabilizer	MT stabilizer Hoechst-high %	MT stabilizer cytotoxicity %	bCat nuc transl	bCat nuc transl cell count 5 µM
COc1ccc(-c2cc(C(=O)Nc3sc4c(c3C#N)CCCC4)c3ccccc3n2)cc1	-0.1	18.2	0.959	-0.159	0.711	-1.34	42.6%	i	10.9	-0.31	1265	i	3.9%	3.1	3.2	7.6	.	.
Cc1cc(NC(=O)Cc2cccs2)nn1CC(=O)NCc1ccco1	4.9	1.2	1.35	-0.00784	0.128	-1.01	-6.2%	i	-0.5	-1.99	1274	i	1.7%	4.6	1.9	8.1	.	.
CCCc1nc2sc3c(=O)n(N)cnc3c2c2c1COC(C)(C)C2	0.3	-12.1	0.593	-0.0526	0.152	-0.507	12.0%	i	-9.5	0.3	1511	i	-2.2%	3.0	3.1	5.9	-1.4	1120
Cc1ccc(-c2nnc(N3CCOCC3)c3ccccc23)cc1S(=O)(=O)NCc1cccnc1	4.6	-0.2	-0.122	-0.303	0.57	-0.0192	1.4%	i	14.8	-0.87	1592	i	-1.2%	5.5	3.8	4.0	-5.1	1093
CN(C(=O)c1cc2c(s1)-c1ccccc1S(=O)(=O)C2)c1ccccc1F	.	.	-0.394	-0.238	0.223	0.282	-9.5%	.	.	0.29	1089	i	-2.2%	.	.	.	2.0	1257
Cc1cc(C)n2ncc(S(=O)(=O)c3ccccc3)c2n1	-7.5	7.9	0.56	-0.322	0.564	-0.346	-2.5%	i	9.5	-0.56	1279	i	-0.8%	9.5	1.2	6.5	-0.4	1103
C/C(CC(=O)Nc1ccccc1Br)=N\NC(=O)C(=O)N1CCCC1	7.5	21.5	-0.502	-0.16	-0.437	-1.04	4.3%	i	13.6	0.74	1928	i	-1.5%	2.9	1.5	1.1	0.5	1053
COc1ccnc(Oc2ccccc2)c1C(=O)N/C=N/OCc1ccc(F)cc1Cl	43.5	4.5	-0.452	-0.171	-0.38	0.891	2.5%	i	28.8	-1.55	1167	i	-0.8%	1.8	1.2	4.9	2.7	1398
C=CCn1c(SCCCC)nc(O)cc1=O	-3.9	-3.8	-0.968&0.693	-0.175&-0.24	-0.295&0.913	0.26&-1.06	7.3%&-0.5%	i	4.1	0.35&0.09	970&1026	i	23.5%&1.0%	2.2	3.8	7.3	0.7	1298
O=C(NCc1ccc(Cl)cc1)C1=Cc2cc(Cl)ccc2OC1	37.1	20.2	0.146	-0.21	-0.231	0.0516	3.2%	i	17.5	-0.07	1954	i	3.0%	3.4	1.6	4.0	0.6	1079
CN(CC(=O)N1CCc2ccccc21)S(=O)(=O)c1ccc(Cl)cc1	3.2	3.9	-1.74	-0.236	-0.732	0.0907	-2.5%	i	-4.6	-0.04	1975	i	0.3%	2.7	2.6	11.2	-0.4	1038
Cc1ccc(S(=O)(=O)N2CCN(C(=O)CN3CCOCC3)C2C(C)C)cc1 (stereo not drawn)	-8.1	12.6	-0.0667	-0.18	0.609	-0.555	-0.7%	i	-3.3	0	1262	i	-1.3%	1.3	2.4	6.7	-0.8	1062
CSc1ccccc1C(=O)Nc1cccc([N+](=O)[O-])c1C	-14.9	-1.5	-0.378	0.492	-0.0803	-0.178	-3.2%	i	-0.5	0.23	1595	i	0.3%	3.4	1.2	9.0	-6.3	1072
CC(C)CNC(=O)NC(=O)COc1c(F)c(F)cc(F)c1F	1.9	-4.0	-0.0737	-0.448	0.0978	0.275	-5.0%	i	6.2	0.34	1272	i	0.4%	3.5	2.6	4.3	0.2	1374
Cc1cc(N/N=C/c2ccc(O)cc2O)nc(-n2nc(C)cc2C)n1	0.9	7.4	0.72	-0.274	0.273	-0.145	14.4%	i	1.0	.	.	i	0.6%	4.7	3.1	8.0	-0.6	949
O=[N+]([O-])c1cc(-c2n[nH]c(-c3ccccc3)n2)cc([N+](=O)[O-])c1	22.6	9.7	-1.02	-0.388	-0.237	1.15	8.9%	i	-1.6	-0.55	1236	i	0.0%	2.9	2.6	14.7	1.8	778
CCOC(=O)C1CCCN(C(=O)Cn2cnc3c2c(=O)n(C)c(=O)n3C)C1 (stereo not drawn)	-14.9	-4.8	0.29	-0.195	0.72	-0.362	-16.2%	i	15.7	0.17	1512	i	-1.1%	3.9	1.6	10.8	-5.5	899
CCCCNc1ccccc1C(=O)OCC(=O)Nc1ccc(S(N)(=O)=O)cc1	0.4	2.6	-0.402	-0.124	0.0607	0.865	6.5%	i	8.1	0.68	841	i	-0.2%	2.3	1.9	9.3	-2.6	1187
CCOC(=O)c1cnc(-n2nc(C)cc2C)nc1NNc1cc(-c2ccccc2)nc(C)n1	-2.9	-21.5	0.272	0.00333	-0.164	-0.619	?	i	23.5	-1.97	683	i	-1.7%	4.4	1.9	8.2	-2.0	912
O=C(NC(=S)Nc1ccccc1N1CCOCC1)c1sc2ccccc2c1Cl	13.4	3.4	-0.0732	-0.248	-0.0944	0.305	13.6%	i	3.5	0.32	1339	i	0.7%	2.0	2.4	5.1	-2.3	581
N#CC1=C(S)N(c2ccc(F)cc2)C(c2cccs2)NC1=O (stereo not drawn)	3.2	-8.9	-0.238	-0.267	0.278	0.827	1.7%	i	-6.5	0.21	844	i	2.9%	3.0	1.7	4.2	-6.9	1206
Cc1ccc(C)c(-n2nnnc2SCC(=O)NNC(=O)c2ccco2)c1	-0.3	2.8	1.12	-0.104	0.8	-0.813	-3.9%	i	28.5	.	.	i	-1.5%	5.2	1.5	8.6	-1.5	944
CCCn1nnnc1SCC(=O)Nc1ccc(F)cc1	-2.0	-10.9	0.784	-0.198	0.565	-0.725	-0.6%	i	2.4	-0.76	1290	i	0.5%	2.6	2.4	5.2	-3.2	954
COC(=O)[C@@H]1C[C@@]2(O)[C@@H](O)[C@@H](O)[C@@H](O)C[C@H]2N1Cc1ccc(-c2ccccc2)cc1	.	.	-0.807	-0.812	-0.432	0.4	-6.4%	.	.	-0.04	1007	i	0.1%	.	.	.	1.5	1377
Cc1nnc(SCC(=O)NC(C)(C)C)n1NCc1ccc(Cl)cc1	2.7	-1.4	1.48	-0.119	1.24	-0.695	-3.9%	i	-11.4	-0.36	1615	i	-1.5%	2.6	1.4	6.3	-0.3	952
COc1cc(NC(=S)NCc2ccc(S(N)(=O)=O)cc2)cc(OC)c1	-1.9	4.2	-0.804	-0.304	-0.555	0.781	-0.5%	i	5.0	-0.52	1181	i	0.4%	2.9	1.9	6.2	-0.7	1142

Some values from the list:
Cc1ccc(S(=O)(=O)N2CCN(C(=O)CN3CCOCC3)C2C(C)C)cc1 (stereo not drawn) in Dynein transport cytoplasmic EGFP = -0.18
O=C(NCc1ccc(Cl)cc1)C1=Cc2cc(Cl)ccc2OC1 in Ins promoter up = -0.07
N#CC1=C(S)N(c2ccc(F)cc2)C(c2cccs2)NC1=O (stereo not drawn) in bCat nuc transl = -6.9
Cc1ccc(C)c(-n2nnnc2SCC(=O)NNC(=O)c2ccco2)c1 in WT yeast gro inh = -0.3
CN(CC(=O)N1CCc2ccccc21)S(=O)(=O)c1ccc(Cl)cc1 in AID2073 = -2.5%
COc1ccc(-c2cc(C(=O)Nc3sc4c(c3C#N)CCCC4)c3ccccc3n2)cc1 in WT yeast gro inh = -0.1

Retrieved by compound from the entries so far, 2 records:
SMILES	WT yeast gro inh	WT yeast gro inh mutant strain	Dynein transport	Dynein transport cytoplasmic EGFP	Dynein transport nuclear GR-EGFP	Dynein transport cell count	AID2073	Autophagy mod	Autophagy mod cell loss 18 h	Ins promoter up	Ins promoter up cell count	Yfh1-off respiration	HIV fusion peptide	MT stabilizer	MT stabilizer Hoechst-high %	MT stabilizer cytotoxicity %	bCat nuc transl	bCat nuc transl cell count 5 µM
CC(C)CNC(=O)NC(=O)COc1c(F)c(F)cc(F)c1F	1.9	-4.0	-0.0737	-0.448	0.0978	0.275	-5.0%	i	6.2	0.34	1272	i	0.4%	3.5	2.6	4.3	0.2	1374
O=C(NCc1ccc(Cl)cc1)C1=Cc2cc(Cl)ccc2OC1	37.1	20.2	0.146	-0.21	-0.231	0.0516	3.2%	i	17.5	-0.07	1954	i	3.0%	3.4	1.6	4.0	0.6	1079
